# hIAP activ: human IAP activation. P09923. purified human IAP, CDP-Star luminescence, 30 min; stronger effect = higher value; 1 = vehicle-only enzyme, 0 = enzyme-free background. activation factor at 10 µM. actives 0.16% (n = 330,000). AID 2524;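 active = activation factor of the enzyme at least 2-fold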; also: the source names both 10 and 20 µM as test concentration; values of inactives mirror those of a sister screen read the other way
# Target sequence (P09923 whole entry, looked up): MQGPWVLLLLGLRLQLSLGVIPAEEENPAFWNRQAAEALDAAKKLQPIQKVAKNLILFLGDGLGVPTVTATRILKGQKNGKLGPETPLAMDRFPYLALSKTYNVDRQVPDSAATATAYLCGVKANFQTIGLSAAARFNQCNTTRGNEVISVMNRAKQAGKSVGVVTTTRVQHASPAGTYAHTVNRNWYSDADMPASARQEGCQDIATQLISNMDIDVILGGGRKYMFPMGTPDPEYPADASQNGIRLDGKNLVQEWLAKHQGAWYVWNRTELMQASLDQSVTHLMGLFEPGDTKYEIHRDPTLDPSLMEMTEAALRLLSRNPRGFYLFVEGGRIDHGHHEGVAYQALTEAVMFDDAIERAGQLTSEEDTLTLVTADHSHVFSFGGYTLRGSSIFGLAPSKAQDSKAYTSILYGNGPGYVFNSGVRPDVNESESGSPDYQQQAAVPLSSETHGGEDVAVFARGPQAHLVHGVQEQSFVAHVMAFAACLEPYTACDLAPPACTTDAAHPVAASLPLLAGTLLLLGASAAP
# NR3A LBD binder: modulators (binders) of human NR3A ligand-binding domain | NR3A LBD differential scanning fluorimetry, Tm shift; 0% = protein alone, 100% = glycine-bound protein | Tm shift relative to glycine control, % at 25 µM | actives 2.5% (n = 340,000);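 active = melting temperature shift of at least 10% of the positive control shift, at one fixed dose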
# SENP8 inh: inhibitors of human SENP8 protease; recombinant SENP8, Nedd8 substrate fluorescence; inhibition, % at 20 µM; Q96LD8; actives 0.64% (n = 360,000); in the data active = inhibition mostly above about 40%, no sharp cut-off; inactive = mostly below about 27%
# Target sequence (Q96LD8 whole entry, looked up): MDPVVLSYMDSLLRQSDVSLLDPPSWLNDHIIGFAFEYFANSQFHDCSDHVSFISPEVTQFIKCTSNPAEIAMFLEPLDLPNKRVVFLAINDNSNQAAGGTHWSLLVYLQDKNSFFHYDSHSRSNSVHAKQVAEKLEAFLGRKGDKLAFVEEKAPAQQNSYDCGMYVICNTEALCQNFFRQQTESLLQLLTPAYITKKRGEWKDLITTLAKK
# SENP1 FRET inh: SENP1 (human) catalytic domain inhibition. Q9P0U3. recombinant SENP1 catalytic domain, CyPet-SUMO1-YPet FRET cleavage. inhibition, % at 10 µM. actives 0.21% (n = 360,000). AID 624204;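 active = inhibition at least 30% at 10 µM, raw YFP signal under a set limit, fluorescence ratio 0.5 to 1.5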;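 also: 0% = enzyme with DMSO and 100% = no enzyme wells; some results filed as inactive read as strong as hits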
# Target sequence (Q9P0U3 419-644 limits assumed): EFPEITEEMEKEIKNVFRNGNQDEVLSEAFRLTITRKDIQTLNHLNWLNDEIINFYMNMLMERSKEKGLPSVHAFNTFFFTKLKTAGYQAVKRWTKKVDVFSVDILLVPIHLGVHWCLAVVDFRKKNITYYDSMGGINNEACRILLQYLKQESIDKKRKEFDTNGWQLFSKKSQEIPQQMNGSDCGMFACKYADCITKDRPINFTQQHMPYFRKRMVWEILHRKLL
#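 Test system: hSENP1 catalytic domain, recombinant; Amount: 20 pM final SENP1 enzyme; Medium: Tris pH 8 buffer plus EDTA, NaCl, BME, BSA, NP40, catalase; Schedule: 50 min enzyme reaction, room temperature, light-protected; Technique: FRET fluorescence in CFP and YFP emission channels; Controls: no-enzyme wells low, DMSO-plus-enzyme wells high control.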
# ATG4B inhibitor: blocks human ATG4B protease cleavage of LC3 substrate | Q9Y4P1 | ATG4B cleavage of LC3-PLA2, NBD-HPC fluorescence, 1 h | inhibition, % at 8.33 µM | actives 0.51% (n = 340,000); in the data active = inhibition above about 40%
# MPTP block: inhibitors of mitochondrial permeability transition pore; isolated mouse mitochondria, Ca2+ swelling absorbance, 30 min; AID 602449; inhibition, % at 10 µM; actives 1.4% (n = 360,000);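 active = inhibition of 50% or more, scaled per plate between neutral and stimulator controls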;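 also: 0% = DMSO wells given calcium and 100% = 1 mM EGTA wells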
# PfGluPho inh: PfG6PD (Plasmodium falciparum) enzyme inhibition; PfGluPho enzyme, NADPH resazurin-diaphorase fluorescence; inhibition, % at 20 µM; actives 0.78% (n = 350,000); AID 504690;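 active = inhibition reaching at least a set limit at 20 µM in the primary screen, cut at about 59% in these data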;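 also: 0% = DMSO wells with substrate and 100% = DMSO wells lacking glucose-6-phosphate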
# SENP6 inh: inhibitors of human SENP6 protease; Q9GZR1; Recombinant SENP6 catalytic domain, aminoluciferin luminescence; inhibition, % at 10 µM; actives 1.8% (n = 330,000);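 active = inhibition above about 50% at the single tested dose, limit read from the data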;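 also: plate controls were DMSO wells with enzyme for no effect and DMSO wells lacking enzyme for full effect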
# Numbers without * were called inactive; x = no result given. The order is random. Share with any hit: about 6.7%.
item	SMILES	hIAP activ	NR3A LBD binder	SENP8 inh	SENP1 FRET inh
1	O=C(COC(=O)CCc1nc2ccccc2n1-c1ccccc1)Nc1ccc(N2CCCCC2)cc1	1.1	-4	3	-4
2	COc1cc(N2CCCC2)c(OC)cc1/C=C(/C#N)c1ccc(F)cc1	0.68	1	-24	8
3	O=C(NCc1ccc(F)cc1)c1cc(C(=O)C2CC2)c[nH]1	0.85	-1	-75	2
4	CN(CC(=O)O)C(=O)c1ccccc1	0.87	-5	29	-1
5	O=S(=O)(Cc1ccc(Cl)cc1)N1CCCCCC1	1.1	0	0	3
6	COc1ccc(CCC(C)NCc2cccc(Br)c2)cc1 (configuration not stated)	1.2	-1	10	2
7	CC1CN(c2ccc(S(=O)(=O)N3CCCC3)cn2)CC(C)O1 (configuration not stated)	0.97	1	-19	-1
8	Cc1cc(/C=N/n2cnnc2)c(C)n1-c1ccccc1	1.3	-1	-19	-1

item	ATG4B inhibitor	MPTP block	PfGluPho inh	SENP6 inh
1	9	0.6	16	-5
2	-5	0.6	35	-4
3	-6	0.4	-7	-13
4	-13	0.3	-24	-8
5	-5	-2.4	6	-12
6	4	2.5	3	0
7	1	-0.5	-11	-5
8	9	-4.1	-4	-8

# (continued)
item	SMILES	hIAP activ	NR3A LBD binder	SENP8 inh	SENP1 FRET inh
9	COCc1c(C(=O)Nc2cccc(S(=O)(=O)N3CCCCC3)c2)oc2ccccc12	1.2	-4	-4	-1
10	C/C(=N\NC(=O)c1ccco1)c1ccc(C(=O)O)s1	1.2	2	-2	2
11	Cc1ccc(N2CCN(C3=NC(=O)/C(=C\c4cn[nH]c4-c4ccccc4)S3)CC2)cc1	1.1	-2	17	1
12	CCCCSc1nsc(NC(C)=O)n1	1	3	15	0
13	Cn1c(SC/C=C/c2ccccc2)nnc1-c1ccco1	0.96	12*	24	2
14	O=C(NNc1nc2cc3c(cc2s1)OCO3)c1cccc(F)c1	1.9	-3	13	-20
15	CC12CCC(C(=O)N3CCCc4ccccc43)(CC1=O)C2(C)C (configuration not stated)	1	-1	4	1
16	Cc1ccccc1NC(=O)Cc1nnc(SCC(=O)NC2CCCCC2)n1C	1.1	1	5	2

item	ATG4B inhibitor	MPTP block	PfGluPho inh	SENP6 inh
9	3	0.8	11	9
10	-8	-0.9	2	-9
11	39	-1.8	-5	8
12	-10	1.0	-12	27
13	-4	-8.2	-1	-4
14	-8	7.2	46	14
15	-9	0.6	-2	-1
16	-16	-0.2	-6	-10

# Carrying on:
item	SMILES	hIAP activ	NR3A LBD binder	SENP8 inh	SENP1 FRET inh
17	CCCNC(=O)c1ccc(N2CCC3(CC2)CC(c2ccccc2)=NO3)c([N+](=O)[O-])c1	0.89	-3	20	2
18	CCC(C(=O)NC(C)(C)C)N(Cc1ccco1)C(=O)CNS(=O)(=O)c1ccc(OC)cc1 (configuration not stated)	1	-3	0	0
19	Cn1cc(CCNC(=O)C2CCC(=O)N(CCc3ccc(Cl)cc3)C2)cn1 (configuration not stated)	1	2	8	0
20	Fc1cccc(CCN2CCNC[C@H]2Cc2cccc3ccccc23)c1	0.88	-1	10	-27
21	CCOC(=O)c1sc(Nc2ccc(OCC)cc2)nc1C	1	4	-206	-1
22	O=S(=O)(Cc1ccccc1)N1CCN(Cc2ccc(Br)cc2)CC1	1	10	8	1
23	CN1CCC(=O)N([C@H](CC#N)c2ccccc2)CC1	1	2	-77	-14
24	COc1cc(NC(=O)Cc2c(C(=O)O)[nH]c3ccccc23)cc(OC)c1OC	1.1	1	28	-1

item	ATG4B inhibitor	MPTP block	PfGluPho inh	SENP6 inh
17	-6	0.6	3	-12
18	-4	-0.5	-3	-4
19	20	-0.4	7	10
20	6	1.0	7	-14
21	0	3.2	3	-20
22	-1	-0.1	11	10
23	-1	0.1	-14	-20
24	-7	0.2	1	-13

# Carrying on.
item	SMILES	hIAP activ	NR3A LBD binder	SENP8 inh	SENP1 FRET inh
25	COc1ccc(OC)c(Nc2cc(C)nc3ccc(C)cc23)c1	1.1	2	-29	2
26	Cc1noc(C)c1C(=O)Nc1nc(-c2ccc(F)c(F)c2)cs1	0.93	-1	-20	-6
27	COc1ccc(CCN2C(=O)NC(NS(=O)(=O)c3ccc(N)cc3)(C(F)(F)F)C2=O)cc1OC (configuration not stated)	0.96	2	21	1
28	CC(NC(=O)COC(=O)c1cc(Cl)ccc1O)C1CC2CCC1C2 (configuration not stated)	0.87	-5	-172	1
29	CC(C)CN(C(=O)COC(=O)CNC(=O)c1ccccc1F)C1CCS(=O)(=O)C1 (configuration not stated)	1.1	-1	-2	0
30	COc1ccc(CNC(=O)Cn2cnc3c(OCc4ccccc4)ncnc32)cc1	0.98	0	6	0
31	O=c1cc(CN2CCOCC2)c2cc(Cl)c(O)cc2o1	1.2	-1	-335	-23
32	N#Cc1ccc(NCC(=O)Nc2ccc3c(c2)OCCO3)cc1	1	1	9	1

item	ATG4B inhibitor	MPTP block	PfGluPho inh	SENP6 inh
25	7	7.0	-4	-7
26	-12	-0.9	15	-5
27	-1	1.4	0	-6
28	-2	0.1	4	-19
29	0	-1.3	-12	5
30	x	-0.6	-12	-26
31	-2	-1.2	24	-8
32	-12	-3.7	-5	-23

# New compounds follow
item	SMILES	hIAP activ	NR3A LBD binder	SENP8 inh	SENP1 FRET inh
33	COc1ccc(-c2nc(CNS(=O)(=O)c3cc(OC)ccc3OC)cs2)cc1	0.85	-7	-8	1
34	COc1ccc(C(=O)NC2CCCc3ccccc32)cc1OC1CCN(C(C)=O)CC1 (configuration not stated)	1.1	-6	13	-2
35	COc1ncccc1C(=O)NC1CCCc2c1cnn2-c1ccc(C)c(C)c1 (configuration not stated)	1.1	-3	0	2
36	Cc1ccc(C(=O)c2c(NC(=O)c3cccnc3)sc3c2CCCC3)cc1	0.8	2	16	-1
37	Cc1c(-c2nnc(-c3ccc(C(F)(F)F)cc3)o2)cnn1-c1ccccc1	1	0	-145	0
38	CC1=NN(c2ccccc2)C(=O)C1C(=O)c1ccc(Cl)cc1 (configuration not stated)	0.97	0	27	1
39	CCOc1ccc(CCNC(=O)c2ccc(=O)[nH]c2)cc1OCC	0.96	-2	1	1
40	CN(Cc1cc2ccccc2[nH]c1=O)C(=O)C1CCCCC1	0.92	-1	-41	0

item	ATG4B inhibitor	MPTP block	PfGluPho inh	SENP6 inh
33	-5	-1.7	26	4
34	28	0.0	-13	-7
35	7	0.1	5	-2
36	8	4.4	-3	8
37	2	0.6	4	5
38	8	2.1	-15	-12
39	3	1.5	-4	-5
40	3	1.4	-21	3

# Other structures
item	SMILES	hIAP activ	NR3A LBD binder	SENP8 inh	SENP1 FRET inh
41	COc1ccc(CN2C(=O)c3cccnc3C2=O)cc1S(=O)(=O)N1CCOc2ccccc21	1.2	2	1	0
42	CC(=O)O[C@@]1(C)C[C@@H](O)[C@]2(O)C=CO[C@@H](O[C@@H]3O[C@H](CO)[C@@H](O)[C@H](O)[C@H]3O)[C@@H]21	0.95	-1	-2	-2
43	CCC(C)(C)NC(=O)CN(C(=O)CCC(=O)Nc1nccs1)c1cccc(C)c1	1.1	-2	20	0
44	[N-]=[N+]=NC[C@H](c1ccccc1)N1CCN(Cc2ccccc2)CCC1=O	0.8	-3	10	0
45	CN1CCC/C1=C1/C(=O)N(c2ccccc2)N=C1NC(=O)Nc1cccc(Cl)c1	1.1	-9	6	1
46	CC(C(=O)Nc1ccc2c(c1)OCO2)N(c1ccc(Cl)cc1)S(C)(=O)=O (configuration not stated)	1.2	-3	36	-2
47	COc1ccc(NC(=O)C(NCC(C)C)c2ccccc2)cc1Cl (configuration not stated)	0.82	-3	17	-1
48	c1ccc(N2CCN(C3CCSC3)CC2)cc1 (configuration not stated)	1.1	0	19	2

item	ATG4B inhibitor	MPTP block	PfGluPho inh	SENP6 inh
41	-14	3.2	5	-8
42	1	-1.0	-9	-3
43	-3	-1.2	6	10
44	-6	1.4	-9	-12
45	2	1.4	-7	-20
46	0	-3.6	-4	-19
47	3	-1.6	-17	1
48	1	-0.4	-17	-3

# Going on with the list.
item	SMILES	hIAP activ	NR3A LBD binder	SENP8 inh	SENP1 FRET inh
49	O=C(CCN1C(=O)c2ccccc2C1=O)NCc1ccccc1	1.1	1	5	1
50	CCOC(=O)C(NC(=O)CC)(Nc1ccccc1)C(F)(F)F (configuration not stated)	1.1	-3	10	3
51	Cc1cccc(NC(=O)c2cc([N+](=O)[O-])ccc2N2CCCCC2)n1	0.91	1	34	-1
52	Fc1ccc(Br)cc1C1C=C(c2cccnc2)Nc2ncnn21 (configuration not stated)	x	1	-181	-41
53	COc1ccc(CN(CC(=O)NCc2ccc(F)cc2)C(=O)CCC(=O)Nc2nccs2)cc1	1	-3	5	2
54	Cc1nc(NC(=O)C(C)(C)C)sc1-c1csc(N)n1	x	x	-74	-2
55	O=C(NCCN1C(=O)C2C3C=CC(C3)C2C1=O)Nc1cccnc1 (configuration not stated)	1.1	-2	17	1
56	O=c1c(Cl)c(Cl)cnn1Cc1nnc(-c2ccccc2Br)o1	0.97	1	16	-1
57	CN(c1ccccc1)S(=O)(=O)c1cccc(C(=O)N2CCCCCC2)c1	1.1	0	6	1
58	CC1CN(S(=O)(=O)c2ccc(C(=O)Nc3nccs3)cc2)CC(C)O1 (configuration not stated)	1	-1	-3	2
59	CCCCOc1ccc(C(=O)N(CC)CC(=O)NCc2cccs2)cc1	1	-1	15	1

item	ATG4B inhibitor	MPTP block	PfGluPho inh	SENP6 inh
49	-11	-0.6	-22	-13
50	-7	1.8	-3	-11
51	2	3.9	21	3
52	-4	0.0	0	x
53	-5	1.6	3	0
54	x	-0.4	32	x
55	1	-2.2	-18	13
56	6	0.0	14	-7
57	-7	-0.9	-9	-9
58	-3	0.5	-18	-6
59	3	-0.5	-14	-18

# Entries from the list above that contain a Cl atom:
item	SMILES	hIAP activ	NR3A LBD binder	SENP8 inh	SENP1 FRET inh
5	O=S(=O)(Cc1ccc(Cl)cc1)N1CCCCCC1	1.1	0	0	3
19	Cn1cc(CCNC(=O)C2CCC(=O)N(CCc3ccc(Cl)cc3)C2)cn1 (configuration not stated)	1	2	8	0
28	CC(NC(=O)COC(=O)c1cc(Cl)ccc1O)C1CC2CCC1C2 (configuration not stated)	0.87	-5	-172	1
31	O=c1cc(CN2CCOCC2)c2cc(Cl)c(O)cc2o1	1.2	-1	-335	-23
38	CC1=NN(c2ccccc2)C(=O)C1C(=O)c1ccc(Cl)cc1 (configuration not stated)	0.97	0	27	1
45	CN1CCC/C1=C1/C(=O)N(c2ccccc2)N=C1NC(=O)Nc1cccc(Cl)c1	1.1	-9	6	1
46	CC(C(=O)Nc1ccc2c(c1)OCO2)N(c1ccc(Cl)cc1)S(C)(=O)=O (configuration not stated)	1.2	-3	36	-2
47	COc1ccc(NC(=O)C(NCC(C)C)c2ccccc2)cc1Cl (configuration not stated)	0.82	-3	17	-1
56	O=c1c(Cl)c(Cl)cnn1Cc1nnc(-c2ccccc2Br)o1	0.97	1	16	-1

item	ATG4B inhibitor	MPTP block	PfGluPho inh	SENP6 inh
5	-5	-2.4	6	-12
19	20	-0.4	7	10
28	-2	0.1	4	-19
31	-2	-1.2	24	-8
38	8	2.1	-15	-12
45	2	1.4	-7	-20
46	0	-3.6	-4	-19
47	3	-1.6	-17	1
56	6	0.0	14	-7

# High-throughput results: PubChem, Sanford-Burnham Center for Chemical Genomics
